# Bioassay records as filed in PubChem BioAssay.
# TDP1 block: qHTS Assay for Inhibitors of Tyrosyl-DNA Phosphodiesterase (TDP1). AID 485290, 2010. 350,000 compounds, 0.28% hits. Tyrosyl-DNA phosphodiesterase 1 (Homo sapiens), Q9NUW8. Potency, µM (top dose mostly 130 µM), inactives show at the highest dose activity change, negative = inhibition, actives largely listed as inhibitors. recombinant TDP1, AlphaScreen DNA substrate cleavage; also: nearly all actives have a fitted effect of over 40% in size
# Target sequence (Q9NUW8 whole entry, looked up): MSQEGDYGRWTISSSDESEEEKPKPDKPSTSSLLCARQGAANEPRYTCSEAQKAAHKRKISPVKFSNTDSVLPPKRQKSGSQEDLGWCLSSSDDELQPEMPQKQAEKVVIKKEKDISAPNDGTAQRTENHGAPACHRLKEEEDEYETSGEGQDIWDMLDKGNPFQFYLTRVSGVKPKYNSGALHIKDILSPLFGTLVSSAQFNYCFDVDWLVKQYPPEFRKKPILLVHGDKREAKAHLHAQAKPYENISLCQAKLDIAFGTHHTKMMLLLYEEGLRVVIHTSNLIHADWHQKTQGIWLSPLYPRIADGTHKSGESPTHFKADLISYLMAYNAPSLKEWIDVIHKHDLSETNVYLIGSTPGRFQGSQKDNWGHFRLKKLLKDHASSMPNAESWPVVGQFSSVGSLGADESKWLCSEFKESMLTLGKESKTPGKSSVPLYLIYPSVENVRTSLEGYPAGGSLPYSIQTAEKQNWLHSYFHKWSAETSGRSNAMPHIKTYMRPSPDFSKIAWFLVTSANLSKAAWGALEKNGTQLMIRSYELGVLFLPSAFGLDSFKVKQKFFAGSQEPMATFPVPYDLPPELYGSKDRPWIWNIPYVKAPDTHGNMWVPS
#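 AlphaScreen read-out: signal falls as enzyme removes the 3' tyrosine-FITC from a 5'-biotinylated DNA oligo (15 nM, 5 min, RT). Enzyme was E. coli-made recombinant Tdp1 at 1 nM, exposed to compound for 15 min beforehand; beads 10 ug/ml, 10 min.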
# FEN1 inhibitor: qHTS Assay for the Inhibitors of Human Flap endonuclease 1 (FEN1) | 390,000 compounds, 0.35% hits | AID 588795, 2011 | Potency, µM (highest dose often 114 µM), for inactives: at the highest dose activity change, negative = inhibition, actives largely listed as inhibitors | Recombinant FEN1 flap cleavage, fluorescence, 15 min; also: nearly all actives have a fitted effect of over 65% in size
# Target sequence (P39748 whole entry, looked up): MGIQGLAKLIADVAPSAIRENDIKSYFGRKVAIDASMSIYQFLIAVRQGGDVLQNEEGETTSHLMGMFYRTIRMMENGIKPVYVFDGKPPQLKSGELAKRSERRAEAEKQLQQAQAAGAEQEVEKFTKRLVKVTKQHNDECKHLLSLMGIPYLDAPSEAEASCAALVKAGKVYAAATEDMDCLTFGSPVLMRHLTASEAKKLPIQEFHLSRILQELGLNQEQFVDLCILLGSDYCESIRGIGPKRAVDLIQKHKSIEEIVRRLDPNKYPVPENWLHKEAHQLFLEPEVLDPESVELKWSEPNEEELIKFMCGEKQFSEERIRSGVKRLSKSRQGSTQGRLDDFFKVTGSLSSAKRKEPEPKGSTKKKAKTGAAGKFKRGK
#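 Quantitative HTS format: each compound was titrated, incubated with 10 nM nuclease for 15 min at room temperature, then challenged with flap substrate at 50 nM final. Signal change over 15 min gave concentration–effect curves.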
# N370S GC mod: qHTS Assay for Inhibitors and Activators of N370S glucocerebrosidase as a Potential Chaperone Treatment of Gaucher Disease. Lysosomal acid glucosylceramidase (Homo sapiens), P04062. N370S GC spleen homogenate, 4MU-glucoside fluorescence. Potency, µM (doses to about 59.4 µM), for the others: top-dose activity change, negative = inhibition, most hits filed as inhibitors. 330,000 compounds, 0.092% hits;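 also: 0% = full enzyme activity and -100% = no enzyme basal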
# Numbers without * were called inactive; ? = inconclusive; . = no result given; & = joins results of further samples; [ ] = remark or other dose. Calls follow the shape of the dose curve; as a rule, active = well fitted curve in the direction sought with a large enough effect; inconclusive = small, poorly fitted or top-dose-only effect, or another doubt; inactive = no such curve, though single readings can be large; an effect the other way counts as inactive or inconclusive. Unless noted, % is scaled to controls: 0 for no effect and ±100 for the full control effect; potency is read from the fitted curve at half-maximal effect.
TDP1 block,FEN1 inhibitor,N370S GC mod,structure
3.6%,-2.9%,1.9%,Cn1cccc1C(=O)NC(=O)COC(=O)C12CC3CC(CC(O)(C3)C1)C2
0.0%,0.0%,2.0%,CN(C)S(=O)(=O)c1ccc2c(c1)nc(CCC(=O)Nc1ccc(N3CCOCC3)cc1)n2C
2.1%,3.3%,.,C[C@H](NC(=O)c1ccccc1Cl)C(=O)OCC(=O)N1CCN(c2ccccc2)CC1
.,-4.2%&-10.6%,0.9%,Cc1ccc(CN2[C@@H]3c4ccccc4C[C@@H]3OCCS2(=O)=O)cc1
-9.9%,-2.0%,1.2%,Cc1nn(C)c(NC(=O)c2ccc([N+](=O)[O-])cc2)c1Cl
5.1%,-0.9%,-1.1%,CCc1nc2c(c(=O)[nH]1)C(CC)(CC)Cc1ccccc1-2
23.2%,-0.9%&-6.6%,-3.5%&-17.6%,COc1cc(O)c(C(CCN2CCN(c3ccccc3)CC2)c2ccc3c(c2)OCO3)c(OC)c1 (stereo not given)
3.2%,2.3%,.,COCCCNC(=O)c1cnn(-c2ccccc2Cl)c1C1CCN(C(=O)OC(C)(C)C)CC1
-0.2%,-1.2%,.,COc1ccc([N+](=O)[O-])cc1NS(=O)(=O)c1cccc(C(=O)OC2CCOC2=O)c1 (stereo not given)
1.0%,-9.1%,3.6%,Cc1n[nH]c(C)c1S(=O)(=O)N1CCc2ccccc21
1.3%,1.8%,.,O=c1n(Cc2cccc(C(F)(F)F)c2)c2ccccc2c2nc(-c3ccccc3)nn12
4.6%,-6.4%,0.4%,NNC(=O)c1ccc2[nH]c3c(c2c1)CCCC3
-14.7%,0.8%,-0.2%,Cc1nc2ccccc2c2oc(C(=O)N3CCN(c4ccc([N+](=O)[O-])cc4)CC3)cc12
2.7%,-18.3%,.,Cc1ccc(S(=O)(=O)N2CCN(Cc3cc(=O)n4nc(-c5ccccc5Cl)sc4n3)CC2)cc1
-0.6%,-11.5%,1.5%,O=C(O)c1[nH]c2ccccc2c1CC(=O)N1CCN(c2ccccc2)CC1
7.1%,21.8%,.,Cc1ccc(C(=O)CSc2nnc(-c3ccccc3)n2-c2ccccc2)cc1
1.3%,-12.3%,10.7%,CC(C)(C)c1ccc(C(=O)Nc2ccc(Oc3cccnc3)nc2)cc1
0.2%,4.1%,.,CC(C)(C)OC(=O)NCc1ccc(NC(=O)c2nc[nH]c2C(=O)NCCCCNC(=O)c2[nH]cnc2C(=O)Nc2ccc(CNC(=O)OC(C)(C)C)cc2)cc1
3.0%,4.2%,-4.5%,COc1cccc(/C=N/NC(=O)CNC(=O)c2ccc(S(=O)(=O)N3CCOCC3)cc2)c1OC
11.0%,-0.1%,-14.9%,CCc1ccc(/C=C2/SC(=S)N(CCC(=O)NCCCN3CCOCC3)C2=O)cc1
-6.8%,-3.2%,.,CC(=O)c1cccc(NC(=O)Cn2c(=O)oc3cc(S(=O)(=O)NC4CCCC4)ccc32)c1
1.1%,-0.2%,3.1%,O=C(c1c[nH]c(=O)n(-c2ccccc2)c1=O)N1CCc2ccccc21
.,3.5%,6.6%,O=C(NCCCCCCNC(=O)c1ccccc1O)c1ccccc1O
.,13.1%,6.2%,O=C(NCc1cccc(C(F)(F)F)c1)c1ccc(=O)[nH]c1
5.9%,9.6%,4.3%,CC(=O)Nc1ccc(NCN2C(=O)C3C4CCC(C4)C3C2=O)cc1 (stereo not given)
0.0%,-2.4%,-4.5%,COc1ccc(/C(N)=N/OC(=O)CN(C)S(=O)(=O)c2ccccc2)cc1
7.1%,.,?,CCOC(=O)C1=NN(C(=O)c2cccc(Br)c2)C(O)(C(C)(C)C)C1 (stereo not given)
0.0%,5.4%,7.2%,COc1ccc(NC(=O)c2oc3ccccc3c2NC(=O)C2CC2)cc1
-2.0%,3.3%,.,O=C(CC1C(=O)N(c2ccc(F)cc2)C(=O)N1Cc1ccccn1)Nc1ccccc1 (stereo not given)
0.0%,-4.3%,.,Cc1ccc(-c2c(C(=O)NCCc3ccc(Cl)cc3)oc(=O)c3ccccc23)cc1
0.5%,-0.9%,-1.7%,O=C(Cc1ccccc1)NCCSCc1ccco1
8.6%,-14.2%,9.9%[12.8 µM],O=C(NCc1ccco1)C1(c2ccc(Br)cc2)CCCC1
5.2%,-6.7%,3.6%,Cc1nc(N[C@@H](Cc2ccccc2)C(=O)O)c2oc3ccccc3c2n1
-3.4%,-1.0%,0.7%,COc1cc(/C=N/OCC(=O)NC2CCCCC2C)ccc1OCc1ccc(Cl)cc1 (stereo not given)
7.5%,16.6%,5.1%,Cc1cnc(C(=O)Nc2ccc(N3CCCCC3)cc2)cn1
-13.2%,5.2%,-1.7%,Nc1ccc(C(=O)c2ccccc2C(=O)O)cc1Cl
-5.5%,-19.9%,.,O=C(CN1CCN(S(=O)(=O)c2cc(Cl)ccc2Cl)CC1)Nc1cccc(F)c1
-2.5%,7.3%,-8.4%,COc1ccc(OC)c(Cc2nnc(CCC(=O)NC3CCCC3)o2)c1
.,-12.3%,-1.5%,Cc1ccc2[nH]c(=O)c(CC(=O)O)c(-c3ccccc3)c2c1
.,3.9%,-11.0%,CC(C)[C@H](NC(=O)c1ccccc1F)C(=O)Nc1ccc(F)c(F)c1
-1.1%,-6.6%,3.9%,COc1ccccc1CNC(=O)C(C)NS(=O)(=O)c1ccccc1 (stereo not given)
-3.1%,9.0%,-5.1%,O=C(COC(=O)[C@@H]1CCCN1S(=O)(=O)c1ccc(Cl)cc1)NC1CCS(=O)(=O)C1 (stereo not given in full)
4.2%,-5.4%,10.1%,O=S(Cc1ccc(Cl)cc1)CC(O)COCc1ccc(Cl)cc1 (stereo not given)
1.2%,22.2%,25.6%,O=C(COC(=O)CNC(=O)c1ccco1)Nc1ccccc1OC(F)F
7.6%,-0.6%,-2.5%,c1ccc(-c2noc(CN3CCc4sccc4C3)n2)cc1
2.3%,13.6%,-15.0%,COc1cc(S(=O)(=O)n2ccc(C)n2)c(OC)cc1Cl
2.6%,-3.3%,-0.6%,CCN(CC)CCN1C(=O)C(=O)/C(=C(/O)c2c(C)[nH]c(C(=O)OC)c2C)C1c1ccc(C)o1 (stereo not given)
1.5%,-1.5%,2.8%,O=C(CCCc1nc(-c2ccccc2Cl)no1)NC1CCCC1
.,-6.1%,-25.2%,COc1ccc(N(CC(=O)N/N=C/c2ccc(C(=O)O)cc2)S(=O)(=O)c2ccc(NC(C)=O)cc2)cc1
12.0%[56.1 µM],-9.5%,-26.0%,O=C(CSc1nnc(-c2ccccc2)c(-c2ccccc2)n1)NCc1ccco1
-1.2%,-6.5%,2.3%,O=C(c1ccccc1SCc1ccc(F)cc1)N1CCOCC1
12.9%[56.1 µM],-14.8%,-22.3%,CCOc1ccc(NCc2nnc(SCC(=O)Nc3cc(C)on3)n2-c2ccccc2OC)cc1
2.0%,-3.4%,3.5%,S=c1[nH]ncn1/N=C/c1ccccn1
3.2%,-2.5%,.,Cc1nn(C)c2c1c(-c1ccccc1)cc(=O)n2CC(=O)NC(C)(C)C
-9.2%,-5.8%,?,Cc1[nH]c2ccccc2c1C(=O)CN1CCCCC1C (stereo not given)
-3.1%,-14.3%,-0.9%,O=C(CNC(=O)c1ccc(Cl)cc1)Nc1ccccc1C(F)(F)F

# The last four entries of the part above come first, to join the parts:
TDP1 block,FEN1 inhibitor,N370S GC mod,structure
2.0%,-3.4%,3.5%,S=c1[nH]ncn1/N=C/c1ccccn1
3.2%,-2.5%,.,Cc1nn(C)c2c1c(-c1ccccc1)cc(=O)n2CC(=O)NC(C)(C)C
-9.2%,-5.8%,?,Cc1[nH]c2ccccc2c1C(=O)CN1CCCCC1C (stereo not given)
-3.1%,-14.3%,-0.9%,O=C(CNC(=O)c1ccc(Cl)cc1)Nc1ccccc1C(F)(F)F
.,15.1%,-12.9%,COC(=O)[C@H](Cc1c[nH]c2ccccc12)NC(=O)NCc1ccc(OC)c(OC)c1
0.6%,-8.4%,.,COC(=O)C1=C(C)NC(=O)C1(NC(=O)c1cc(OC)c(OC)c(OC)c1)C(F)(F)F (stereo not given)
3.8%,16.4%,-1.6%,O=C(COC(=O)c1cccnc1Cl)Nc1ccc2c(c1)OCO2
-0.2%,-5.0%,1.3%,COc1ccccc1CNC(=O)Cc1csc(NC(=O)Nc2ccccc2OC)n1
.,-0.8%,0.0%,O=C(c1ccc(S(=O)(=O)N2CCOCC2)cc1)N(c1ccccn1)C1CCCCC1
6.3%&2.6%[21 µM],.,-13.0%&2.7%[12.8 µM],CCCCCCCC1=Cc2ccccc2C(CC(C)=O)N1C(=O)OC (stereo not given)
0.0%,-1.3%,-0.6%,O=C(COC(=O)C1CCN(S(=O)(=O)c2cccc3cccnc23)CC1)c1ccccc1
9.8%,0.0%,-3.9%,Cc1ccc2oc(=O)c3cnn(CC(=O)NCCN4CCOCC4)c3c2c1
4.3%,3.8%,?,CCC(C)n1c(SCC(=O)Nc2cc(C(C)(C)C)nn2-c2ccccc2)nc2ccccc2c1=O (stereo not given)
6.2%,-16.3%,-23.0%,N#CC1=C(SCc2ccccc2Cl)NC(=O)C(C(N)=O)C1 (stereo not given)
0.0%,7.9%,-0.6%,CC1(C)CC(=O)C(C=NCCN2CCN(CCCCS(=O)(=O)O)CC2)=C(O)C1
2.6%,-19.5%,-6.6%,Cc1ccc2cc(C3CC(c4ccco4)=NN3S(C)(=O)=O)c(Cl)nc2c1 (stereo not given)
1.3%,-0.9%,-3.8%,CC(=O)c1cccc(CN2CCCC(C(=O)Nc3cccc(-n4cccn4)c3)C2)c1 (stereo not given)
0.0%,-7.1%,-21.7%,O=C(NNC1=NCCCCC1)c1ccccc1
4.3%,-2.0%,-2.8%,COCCn1c(SCC(=O)NCc2ccco2)nnc1-c1c[nH]c2ccccc12
-2.3%,-0.1%,-0.1%,Cc1ccc(/C(O)=C2\C(=O)C(=O)N(CC(C)O)C2c2cccc(F)c2)cc1 (stereo not given)

# 5 compounds drawn at random from the list so far:
TDP1 block,FEN1 inhibitor,N370S GC mod,structure
6.2%,-16.3%,-23.0%,N#CC1=C(SCc2ccccc2Cl)NC(=O)C(C(N)=O)C1 (stereo not given)
2.6%,-19.5%,-6.6%,Cc1ccc2cc(C3CC(c4ccco4)=NN3S(C)(=O)=O)c(Cl)nc2c1 (stereo not given)
4.3%,-2.0%,-2.8%,COCCn1c(SCC(=O)NCc2ccco2)nnc1-c1c[nH]c2ccccc12
0.0%,-7.1%,-21.7%,O=C(NNC1=NCCCCC1)c1ccccc1
4.3%,3.8%,?,CCC(C)n1c(SCC(=O)Nc2cc(C(C)(C)C)nn2-c2ccccc2)nc2ccccc2c1=O (stereo not given)

# The listing continues.
TDP1 block,FEN1 inhibitor,N370S GC mod,structure
6.1%,-2.4%,-4.5%,Cc1cc2c(c(=O)o1)C(CC(C)C)C(C#N)=C(N)O2 (stereo not given)
3.2%,14.5%,-11.4%,O=C(NC1CC1)C(=O)c1c[nH]c2ccccc12
2.3%,12.2%,.,CCN(C[C@H]1N[C@@](C)(C(=O)OC)[C@H]2C(=O)N(Cc3ccccc3)C(=O)[C@@H]12)S(=O)(=O)c1ccc(F)cc1
2.7%,-6.3%,-12.9%,O=C(NCCCN1CCOCC1)c1ccc(N2CCOCC2)c([N+](=O)[O-])c1
.,12.9%,11.5%,CCn1c(SCC(=O)N2CCCc3ccccc32)nc2c(c1=O)SC(C)C2 (stereo not given)
3.0%,16.6%,-5.2%,Cc1cc(NCc2ccccc2)c2ccccc2n1
5.2%,-20.9%,-16.0%,COc1ccc(-c2cn(Cc3ccc(C(=O)NCc4ccc(C)cc4)cc3)c(C(C)N)n2)cc1 (stereo not given)
0.0%,-7.0%,.,CCC(CC)C(=O)Nc1ccccc1SCc1cc(=O)c2cccc(C)c2[nH]1
.,0.5%,7.9%,COC(=O)[C@H](Cc1ccccc1)NC(=O)C1(OC(C)=O)CC(OC(C)=O)C(OC(C)=O)C(OC(C)=O)C1 (stereo not given in full)
0.0%,-0.1%,2.2%,Cc1ccc(S(=O)(=O)N2CCCC(C(=O)Nc3ccc(NC(=O)c4ccccn4)cc3)C2)cc1 (stereo not given)
2.7%,1.8%,1.7%,COc1ccc(CCNC(=O)Cn2cnc3c(nnn3Cc3ccccc3F)c2=O)cc1OC
4.0%,-7.0%,-2.3%,COc1ccc(NC(=O)C2CC(c3ccc(OC)c(OC)c3)=NO2)cc1OC (stereo not given)
